# Source: PubChem BioAssay
# POLK inh: blocks human DNA polymerase kappa activity; purified Pol kappa, fluorescent DNA synthesis assay, 10 min; Potency, µM (doses to about 107 µM), without a hit: at the top dose activity, negative = inhibition, hits mostly inhibitors; 400,000 compounds, 0.53% hits; also: potency is read from the fitted curve at half-maximal effect; % is scaled to controls: 0 for no effect and ±100 for the full control effect
#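 Fluorescent qHTS in 1536-well format: enzyme (10 nM) and compound sat 15 min at room temperature before 50 nM substrate (final) was added. Signal taken at 0 and 10 min; no-enzyme buffer wells were negative controls.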
# Pol iota inh: DNA polymerase iota (human) inhibition. Q9UNA4. Pol iota fluorescent replication assay, 10 min. Potency, µM (series often up to 115 µM), without a hit: top-dose activity, negative = inhibition, most hits filed as inhibitors. 390,000 compounds, 1% hits; also: potency is read from the fitted curve at half-maximal effect
# Target sequence (Q9UNA4 whole entry, looked up): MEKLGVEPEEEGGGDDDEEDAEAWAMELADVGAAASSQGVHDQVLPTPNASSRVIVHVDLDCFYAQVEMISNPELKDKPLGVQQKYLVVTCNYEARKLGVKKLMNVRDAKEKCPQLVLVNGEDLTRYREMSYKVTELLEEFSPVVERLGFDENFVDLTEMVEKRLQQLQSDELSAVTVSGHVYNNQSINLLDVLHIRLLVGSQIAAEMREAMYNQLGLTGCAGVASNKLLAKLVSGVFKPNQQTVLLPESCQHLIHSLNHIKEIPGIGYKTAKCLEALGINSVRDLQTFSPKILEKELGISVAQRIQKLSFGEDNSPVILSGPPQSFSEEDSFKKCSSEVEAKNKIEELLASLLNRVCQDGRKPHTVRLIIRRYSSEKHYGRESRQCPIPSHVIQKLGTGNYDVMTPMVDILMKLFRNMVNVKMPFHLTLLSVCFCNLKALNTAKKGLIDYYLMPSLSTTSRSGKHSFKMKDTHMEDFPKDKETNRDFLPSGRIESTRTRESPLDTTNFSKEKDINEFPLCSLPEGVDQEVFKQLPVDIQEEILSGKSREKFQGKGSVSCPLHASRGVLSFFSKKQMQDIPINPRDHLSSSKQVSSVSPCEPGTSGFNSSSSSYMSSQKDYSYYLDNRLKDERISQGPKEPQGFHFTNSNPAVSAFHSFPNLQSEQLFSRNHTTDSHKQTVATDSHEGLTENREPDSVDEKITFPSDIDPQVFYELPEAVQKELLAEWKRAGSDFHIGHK
#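 Fluorescent replication assay read twice, at 0 min and 10 min after adding 50 nM (final) substrate. Enzyme (10 nM) and compounds were first incubated 15 min at room temperature; enzyme-free buffer wells were negative controls.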
# APE1 inh: APE1 (human) endonuclease inhibition. Potency, µM (highest dose often 65.8 µM), without a hit: at the top dose activity change, negative = inhibition, most hits filed as inhibitors. P27695. 350,000 compounds, 0.35% hits. recombinant APE1, TAMRA/BHQ-2 abasic DNA cleavage fluorescence;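 also: potency is read from the fitted curve at half-maximal effect; plate controls were vehicle for no effect and reference inhibitor for full effect; nearly all actives have a fitted effect of over 55% in size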
#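 Compound pre-exposure to 0.75 nM APE1, 15 min at ambient temperature. Reaction initiated with 50 nM TAMRA/BHQ-2 THF substrate, read immediately in kinetic mode, 525 nm excitation, 598 nm emission.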
# TRHR agonist: TRH receptor (human) agonism; AID 493084; 360,000 compounds, 0.18% hits; activation, % at 2 µM; P34981; TRHR cells, calcium flux fluo-8, FDSS agonist mode; in the data active = activation above about 30%; also: 0% is about no effect
#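 TRHR-expressing cells loaded with fluo-8 calcium dye; 23 nL library compound pin-transferred, kinetic FDSS fluorescence (Ex 480/Em 530) recorded about 180 s for agonist-induced calcium release, before a 10 nM TRH EC20 addition for potentiator mode.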
# Pol beta inh: blocks human DNA polymerase beta activity; 340,000 compounds, 1.3% hits; Pol beta primer extension/strand displacement, fluorescence kinetic; P06746; Potency, µM (doses to about 114 µM), without a hit: at the highest dose activity change, negative = inhibition, actives largely listed as inhibitors; also: potency is read from the fitted curve at half-maximal effect; % is scaled to controls: 0 for no effect and ±100 for the full control effect
#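 Kinetic readout of DNA synthesis with strand displacement by Pol beta. Compound and 10 nM enzyme sit 15 min at room temperature; 50 nM substrate starts the reaction, read immediately and at 10 min.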
# BLM helicase inh: blocks DNA unwinding by human BLM helicase | P54132 | recombinant BLM DNA unwinding, fluorescence dequenching | Potency, µM (doses to about 56.1 µM), for inactives: top-dose activity change, negative = inhibition, usual class: inhibitors | 350,000 compounds, 0.2% hits | AID 2528;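 also: potency is read from the fitted curve at half-maximal effect; plate controls were vehicle for no effect and no enzyme for full effect; nearly all actives have a fitted effect of over 35% in size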
# Anesthetic bind: binds horse apoferritin like a general anesthetic. P02791. 350,000 compounds, 0.074% hits. apoferritin/1-aminoanthracene competitive binding, fluorescence. Potency, µM (highest dose often 77.5 µM), for the others: top-dose activity change, negative = displacement, usual class: inhibitors; also: potency is read from the fitted curve at half-maximal effect; % is scaled to controls: 0 for no effect and ±100 for the full control effect; nearly all actives have a fitted effect of over 20% in size
# Target sequence (P02791 2-175 limits assumed): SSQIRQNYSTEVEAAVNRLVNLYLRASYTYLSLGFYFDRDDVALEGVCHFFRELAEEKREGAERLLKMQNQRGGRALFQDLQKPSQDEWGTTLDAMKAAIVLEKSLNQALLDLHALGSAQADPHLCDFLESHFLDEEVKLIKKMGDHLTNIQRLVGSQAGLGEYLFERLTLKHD
#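 10 uM apoferritin + 50% sat. 1-AMA, PBS; cpd 10 min RT; Ex380/Em535 endpoint; normalized to free probe vs complex; 4-param Hill fit; propofol titration as pos. ctrl.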
# 12-LOX inh: ALOX12 (human) lipoxygenase inhibition. AID 1671190. purified 12hLO, xylenol orange hydroperoxide absorbance. 580,000 compounds, 1.1% hits. Potency, µM (doses to about 108 µM), for the others: at the top dose activity change, negative = inhibition, actives largely listed as inhibitors; also: potency is read from the fitted curve at half-maximal effect; % is scaled to controls: 0 for no effect and ±100 for the full control effect
#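 Purified human 12hLO at 150 nM in 25 mM Hepes, 0.01% Triton X-100, pH 7.0, preincubated 15 min at room temperature with compound. Reaction started with 40 uM arachidonic acid, 30 min at room temperature. Hydroperoxide measured by Fe-xylenol orange, 573/405 nm absorbance ratio.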
# ERG-DNA inh: blocks human ERG Ets domain binding to DNA | Potency, µM (titrated, usually from 76.9 µM), inactives show at the top dose FP activity, negative = inhibition, usual class: inhibitors | fluorescence polarization, His-ERG Ets domain / labelled DNA | 370,000 compounds, 0.028% hits | P11308; active = well fitted inhibition curve with a large enough effect in the polarisation, with a control signal flat; inconclusive = small, poorly fitted or top-dose-only effect, or effect the other way, or a change in a side signal; inactive = no such curve, though single readings can be large or run the other way; the % refers to the polarisation;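 also: polarization taken with two DNA probes labelled with fluorescein and Texas red; potency is read from the fitted curve at half-maximal effect; % of control where 0% means no effect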
#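 His-tagged ERG Ets domain (1 uM in the protein solution; 300mM KCl, 50mM Tris-HCl, 1mM EDTA, 1mM DTT, pH 7.5) received compound, then a probe mix of 5 nM fluorescein-DNA and 100nM Texas-615-DNA. Fluorescence polarization was read for both dyes.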
# Active calls of the source: *; ? = inconclusive; nt = not tested or not shown; & = joins results of further samples; [ ] = remark or other dose. Unless noted, calls follow the shape of the dose curve; as a rule, active = well fitted curve in the direction sought with a large enough effect; inconclusive = small, poorly fitted or top-dose-only effect, or another doubt; inactive = no such curve, though single readings can be large; an effect the other way counts as inactive or inconclusive. A portion of the library, so the mix of outcomes need not match the whole.
SMILES,POLK inh,Pol iota inh,APE1 inh,TRHR agonist,Pol beta inh,BLM helicase inh,Anesthetic bind,12-LOX inh,ERG-DNA inh
COc1ccc(C(=O)Nc2cccc3cccnc23)cc1OC,-10%,5%[58.9 µM],-9%,-0.5,24%,3%,-20%,-2%&14%,-4%
Cc1ccc(NC(=O)/C=C/c2cccc([N+](=O)[O-])c2)nc1,-9%,96%[activator],-1%,-0.1,24%,0%,-3%,-9%,0%
CCCCc1n[nH]c2c1/C(=N/O)CC(c1ccccc1)C2 (configuration not stated),-7%,?,0%,-0.6,-18%,-1%,-3%,2%,-4%
Cc1cc(NC(=O)CSc2nnc(Nc3ccccc3C)s2)no1,5%,-5%,-2%,0.1,0%,-11%,4%,16%,-10%
Cc1cnn(Cc2ccccc2)c1N,-12%,3%,3%,-1.5,1%,-2%,25%,-1%,0%
Cc1cc(C(=O)OCC(=O)Nc2cc(S(=O)(=O)N(C)C)ccc2Cl)c2ccccc2n1,-12%,161%[activator],-5%,0.1,1%,-1%,-10%,-7%,3%
CCCCN(C(=O)C1CC(=O)N(c2ccc3c(c2)OCCO3)C1)c1c(N)n(CCCC)c(=O)[nH]c1=O (configuration not stated),-1%,27%,20%,-0.1,nt,nt,nt,7%,4%
COc1ccc(CCNC(=O)CN(C)S(=O)(=O)c2cccs2)cc1OC,-11%,1%,2%,0.0,0%,-9%,-13%,136%[activator],5%
CCOc1ccc(OCCC(=O)OCC(=O)Nc2ccc(C)c(S(=O)(=O)N3CCCCC3)c2)cc1,-20%,2%,-2%,0.9,nt,nt,nt,-1%,17%
COc1ccc(Cl)cc1C(=O)NCC(c1ccc(N(C)C)cc1)N1CCCC1 (configuration not stated),-3%[60.1 µM],1%,nt,-1.3,10%,-3%,30%[activator],4%,9%
O=C(NC(=S)N1CCN(Cc2ccccc2)CC1)c1cccnc1,4%,-1%,-2%,1.8,0%,-1%,-4%,-3%,-5%
O=c1[nH]c2ccccc2c(O)c1SCCO,-16%,4%,15%,-2.5,-15%,-3%,-2%,?,1%
COc1ccc(C2CC(c3ccccc3)=NN2C(=O)COC(=O)C2(C)CC2(Cl)Cl)cc1 (configuration not stated),-3%,56%[activator],-5%,1.9,-24%,-10%,25%,3%,-10%
Cc1ccc(-c2nc3cccnc3o2)cc1NC(=O)COc1ccc(Cl)cc1C,2%,11%,2%,2.3,29%,-4%,2%,0%,-3%
Cc1ccccc1-c1nc(CN2CCN(C(=O)c3ccco3)CC2)c(C)o1,-17%,18%,4%,-0.3,97%,0%,-7%,235%[activator],-8%
NS(=O)(=O)c1ccc(NC(=O)c2ccc3c(c2)OCO3)cc1,-6%,142%[activator],15%,0.8,-3%,-6%,-3%,?,-2%
COC(=O)c1ccc(-c2ccc(/C=N/N3C(=O)C4C5C=CC(C6CC56)C4C3=O)o2)cc1 (configuration not stated),-17%,?,-6%,0.0,5%,-11%,?,?,0%
Cc1ccc(CNC(=O)CN2CCN(Cc3ccc(Cl)cc3)C2=O)cc1,-2%,16%,0%,0.7,-2%,-2%,-12%,86%[activator],0%
Cc1ccccc1Cn1nnc(-c2cccc(C(=O)O)c2)n1,-19%,-19%,0%,0.2,-22%,-1%,2%,1%,0%
CC(Oc1ccc(Br)cc1)C(=O)Nc1nnc(C2CC2)s1 (configuration not stated),-6%,21%,15%,1.2,nt,nt,nt,-12%,2%
CC(=O)n1cc(C2C(=O)CCCC2=O)c2ccccc21,4%,13%,-1%,0.5,?,-2%,8%,78%[activator],13%
COc1ccc(NC(=O)c2ccccc2NC(=O)NC2CCCCC2)cc1,-18%,6%,1%,0.6,10%,-6%,-12%,-24%,-1%
CC(C)NC(=O)COc1coc(CN2CCN(c3ccccc3)CC2)cc1=O,-11%,-12%,33%[activator],1.2,8%,-1%,-5%,-28%,4%
CC(=O)c1ccc(S(=O)(=O)N2CCN(CC(=O)NC(=O)NC3CCCCC3)CC2)cc1,-10%,10%,0%,0.9,nt,nt,nt,-13%,-7%
CO/N=C(\c1nonc1N)N1CCN(c2ccc(Cl)cc2[N+](=O)[O-])CC1,-7%,2%,-5%,-0.1,3%,-12%,?,12%,-4%
COc1cccc(-n2nc(-c3ccnn3-c3ccc(F)cc3)c(=O)n(C)c2=O)c1,-10%,-2%,23%,0.0,15%,-6%,-17%,0%,4%
C=CCNC(=O)C1CCN(c2ccc(S(=O)(=O)N3CCOCC3)cc2[N+](=O)[O-])CC1,5%,19%,4%,0.0,30%,-3%,-14%,?,4%
O=C(CCl)Nc1cccn2ncnc12,-10%,-8%,4%,0.7,-1%,1%,3%,-17%,6%
Cn1c(C(=O)NC2CCCCCC2)cc2c(=O)n(C)c3ccccc3c21,-5%,20%,-2%,-0.4,-1%,-1%,8%,-17%,-6%
CC1CCCN(c2csc3ccccc3c2=O)C1 (configuration not stated),0%[60.1 µM],?,nt,0.2,4%,-1%,-21%,?,0%
CN(Cc1ccncn1)C(=O)CC1C(=O)NCCN1Cc1cccc(Oc2ccccc2)c1 (configuration not stated),-3%,100%[activator],0%,0.3,-2%,-5%,-18%,12%,0%
CC(C)[C@H](NS(=O)(=O)c1cccc(Cl)c1)C(=O)OCC(=O)NC(=O)CN1CCCC1=O,?,50µM*,13µM*,0.5,nt,nt,nt,nt,-4%
Cc1cc(Nc2c(C)n(C)n(-c3ccccc3)c2=O)n2c(nc3cc(F)c(F)cc32)c1C#N,-4%,18%,8%,-0.2,-1%,-6%,1%,nt,-8%
Cc1cccc(-n2c(=O)c3ccccc3n(Cc3ccc(F)cc3)c2=O)c1,-13%,6%,nt,-0.4,-15%,-7%,-8%,-21%,-4%
CC(C)CNC(CC(=O)Nc1cccc([N+](=O)[O-])c1)C(=O)O (configuration not stated),-6%,13%,-5%,1.3,1%,2%,9%,-25%,-3%
COc1ccc(NC(=S)NC(NC(=O)c2cccc(C)c2)C(Cl)(Cl)Cl)c([N+](=O)[O-])c1 (configuration not stated),-11%,?,-1%,2.9,-4%,-7%,2%,?,-1%
CCNc1ncc2nc(-c3ccc(OC)cc3)c(=O)n(CCC#N)c2n1,?,nt,-1%,nt,nt,-2%,nt,?,nt
Nc1nccc(/C=C/c2ccc(Cl)cc2)n1,4%,29%,-5%,-2.7,17%,1%,-14%,0%,-10%
NC(=O)c1ccc(NC(=O)c2cnc3ccccc3n2)cc1,-12%,1%,4%,0.2,-22%,-10%,-5%,420%[activator],6%
O=C(NCCc1ccccc1)/C(=C\c1ccc([N+](=O)[O-])cc1)NC(=O)c1ccccc1,-6%,6%,10%,-0.6,16%,1%,-15%,18%,-10%
CCc1cccc(NC(=O)Cc2nc(-c3ccc(OC)cc3)no2)c1,6%,-11%,nt,2.7,6%,0%,-7%,-10%,-7%
Cc1onc(-c2ccccc2)c1C(=O)OCC(=O)N1CCN(c2ccccc2)CC1,-3%,16%,-8%,-0.3,nt,nt,nt,19%,0%
O=C1NCC(c2ccccc2)C1C(=O)N/N=C\c1ccc(-c2ccc(Cl)c(Cl)c2)o1 (configuration not stated),-11%,3%,-6%,-0.7,4%,-11%,-1%,-18%,13%

# Part of the list above in order of molecular weight, highest first:
SMILES,POLK inh,Pol iota inh,APE1 inh,TRHR agonist,Pol beta inh,BLM helicase inh,Anesthetic bind,12-LOX inh,ERG-DNA inh
CC(C)[C@H](NS(=O)(=O)c1cccc(Cl)c1)C(=O)OCC(=O)NC(=O)CN1CCCC1=O,?,50µM*,13µM*,0.5,nt,nt,nt,nt,-4%
Cc1onc(-c2ccccc2)c1C(=O)OCC(=O)N1CCN(c2ccccc2)CC1,-3%,16%,-8%,-0.3,nt,nt,nt,19%,0%
COc1cccc(-n2nc(-c3ccnn3-c3ccc(F)cc3)c(=O)n(C)c2=O)c1,-10%,-2%,23%,0.0,15%,-6%,-17%,0%,4%
CC(C)NC(=O)COc1coc(CN2CCN(c3ccccc3)CC2)cc1=O,-11%,-12%,33%[activator],1.2,8%,-1%,-5%,-28%,4%
Cn1c(C(=O)NC2CCCCCC2)cc2c(=O)n(C)c3ccccc3c21,-5%,20%,-2%,-0.4,-1%,-1%,8%,-17%,-6%
CCNc1ncc2nc(-c3ccc(OC)cc3)c(=O)n(CCC#N)c2n1,?,nt,-1%,nt,nt,-2%,nt,?,nt
CC(C)CNC(CC(=O)Nc1cccc([N+](=O)[O-])c1)C(=O)O (configuration not stated),-6%,13%,-5%,1.3,1%,2%,9%,-25%,-3%
NC(=O)c1ccc(NC(=O)c2cnc3ccccc3n2)cc1,-12%,1%,4%,0.2,-22%,-10%,-5%,420%[activator],6%
O=C(CCl)Nc1cccn2ncnc12,-10%,-8%,4%,0.7,-1%,1%,3%,-17%,6%
